Source: PubChem (National Center for Advancing Translational Sciences (NCATS))
DRD3 antagonist: D3 dopamine receptor (human) antagonism; P35462; D3R cells, DiscoveRx beta-arrestin luminescence, antagonist mode; active compounds read low; max response, negative = inhibition, %; 360,000 tested, 2.5% active; AID 652054; in the data active means max response below about -50%; inconclusive means no clear call, values can overlap the other calls; further: on the % scale 0 is the no-effect control and ±100 the full control effect; mostly tested at two doses, the higher about 12 µM
Target sequence (P35462 whole entry, looked up): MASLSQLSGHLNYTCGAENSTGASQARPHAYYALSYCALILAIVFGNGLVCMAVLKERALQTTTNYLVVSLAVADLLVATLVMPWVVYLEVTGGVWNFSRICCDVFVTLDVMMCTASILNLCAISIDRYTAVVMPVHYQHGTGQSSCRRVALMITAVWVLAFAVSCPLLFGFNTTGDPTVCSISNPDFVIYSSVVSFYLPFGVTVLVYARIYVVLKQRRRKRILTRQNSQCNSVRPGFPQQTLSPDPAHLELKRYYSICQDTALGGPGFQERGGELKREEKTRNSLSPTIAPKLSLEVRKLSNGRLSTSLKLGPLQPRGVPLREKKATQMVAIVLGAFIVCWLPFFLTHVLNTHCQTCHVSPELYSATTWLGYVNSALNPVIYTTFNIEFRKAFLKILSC
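Cells expressing the human receptor were seeded at 1500 cells/well, incubated overnight at 37 degrees C in 5% CO2, then exposed to library compounds with dopamine controls for 90 minutes at 37 degrees C before luminescent detection.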
D3 ag: agonists of human D3 dopamine receptor; P35462; max activation, %; D3R DiscoveRx beta-arrestin cells, luminescence, 90 min; 410,000 tested, 0.58% active; in the data active means max activation above about 30%; further: 0% is about no effect; mostly tested at two doses, the higher about 12 µM
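Cells at 1500/well, incubated overnight, then treated with pinned compounds (dopamine as control) for 90 min at 37 degrees C. DiscoveRx reagent added for 30 - 60 minutes at room temperature; luminescence read.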
GLP1R ag: agonists of human GLP-1 receptor. HEK293 GLP-1R CRE-luciferase, luminescence, 4-6 h; cells express a hypersensitive GLP-1R form. P43220. 380,000 tested, 0.007% active. Potency, µM (doses to about 45.6 µM), for the others: at the highest dose activation, usual class: activators; further: potency means the concentration at half of the fitted maximal effect; % of control where 0% means no effect
Target sequence (P43220 whole entry, looked up): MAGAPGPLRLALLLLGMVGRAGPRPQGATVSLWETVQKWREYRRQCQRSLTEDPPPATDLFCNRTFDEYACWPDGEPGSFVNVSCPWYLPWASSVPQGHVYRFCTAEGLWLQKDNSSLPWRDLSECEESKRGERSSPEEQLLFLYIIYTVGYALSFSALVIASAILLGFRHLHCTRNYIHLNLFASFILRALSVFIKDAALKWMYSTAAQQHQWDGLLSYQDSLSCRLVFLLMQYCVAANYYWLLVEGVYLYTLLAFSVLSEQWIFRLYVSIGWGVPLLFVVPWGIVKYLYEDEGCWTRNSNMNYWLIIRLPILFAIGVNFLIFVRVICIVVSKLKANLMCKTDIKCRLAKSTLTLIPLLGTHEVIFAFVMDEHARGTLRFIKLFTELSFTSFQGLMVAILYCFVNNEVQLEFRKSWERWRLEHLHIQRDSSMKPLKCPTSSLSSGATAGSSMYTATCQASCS
KB-3-1 cytotox: KB-3-1 parental cell cytotoxicity; KB-3-1 viability, CellTiter-Glo ATP luminescence, 72 h; Potency, µM (top dose mostly 46.1 µM), for the others: at the top dose activity change, negative = cytotoxic, hits mostly cytotoxic; 400,000 tested, 1.4% active; further: potency means the concentration at half of the fitted maximal effect; on the % scale 0 is the no-effect control and ±100 the full control effect; nearly all actives have a fitted effect of over 60% in size
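Parental KB-3-1 adenocarcinoma cells in phenol-red-free DMEM with 10% FBS were pin-treated with compounds at several concentrations, incubated 72 h at 37 °C, and viability read by CellTiter-Glo luminescence; concentration-effect curves were fitted after normalization.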
HT1080 IDH1KD tx: kills HT-1080 cells with IDH1 knockdown; HT-1080 IDH1 knockdown viability, ATP luminescence, 48 h; Potency, µM (titrated, usually from 46.1 µM), for inactives: at the top dose activity, negative = toxicity, usual class: cytotoxic; 360,000 tested, 2% active; AID 686971;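 further: potency means the concentration at half of the fitted maximal effect; 0% = DMSO wells and -100% = cell-free medium wells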
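CellTiter-Glo luminescence after 48 h compound exposure at 37 degrees C of IDH1-knockdown HT-1080 cells in 5% FBS RPMI. %Activity scaled between DMSO wells and cell-free media wells, with curves fitted and assigned curve classes.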
HT1080-NT tox: kills 2HG-producing HT-1080-NT fibrosarcoma cells | 360,000 tested, 1.6% active | Potency, µM (series often up to 46.1 µM), for inactives: top-dose activity, negative = less viability, most hits filed as cytotoxic | HT-1080-NT fibrosarcoma viability, CellTiter-Glo ATP luminescence, 48 h;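 further: NT is the 2HG producing partner of a matched IDH1 knockdown line; potency means the concentration at half of the fitted maximal effect; 0% = DMSO-treated cells and -100% = media-only wells without cells; nearly all actives have a fitted effect of over 55% in size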
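750 cells/well, RPMI + 5% FBS; 2 h settle, compound pin-transfer, 48 h at 37 degrees C. CellTiter-Glo 10 min RT, luminescence. Normalized to DMSO and media-only wells.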
SW480 rerep: DNA re-replication induction in SW480 cells; SW480 DNA re-replication, Hoechst DNA content imaging, 48 h; Potency, µM (highest dose often 46.1 µM), for inactives: top-dose re-replication activation, most hits filed as activators; 340,000 tested, 1.8% active; AID 624297; further: potency means the concentration at half of the fitted maximal effect; % of control where 0% means no effect; nearly all actives have a fitted effect of over 55% in size
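Hoechst fluorescence of nuclei (405 nm excitation, 500-530 nm emission) measured by plate-scanning imager after 48 hr compound exposure at 37 C; re-replication scored as increased number of nuclei with elevated intensity.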
KB-V1 cytotox: KB-V1 MDR subline cytotoxicity; KB-V1 MDR cells viability, CellTiter-Glo, 72 h; Potency, µM (top dose mostly 46.1 µM), without a hit: at the top dose activity change, negative = cytotoxicity, most hits filed as cytotoxic; 400,000 tested, 3.4% active; further: potency means the concentration at half of the fitted maximal effect; on the % scale 0 is the no-effect control and ±100 the full control effect; nearly all actives have a fitted effect of over 60% in size
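KB-V1 cells (P-gp-expressing MDR subline of KB-3-1) in phenol-red-free DMEM with 10% FBS were exposed to library compounds over a concentration series for 72 h at 37 degrees C. Viability read by CellTiter-Glo luminescence; concentration-effect curves fitted after normalization.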
IL1B secr inh: blocks inflammasome-driven IL-1 beta release. 360,000 tested, 4.7% active. activity change, % at 57.5 µM. AID 743279. THP-1 LPS/ATP IL-1B secretion, AlphaLISA, 16 h; active compounds read low; in the data active means activity change below about -50%; inconclusive means mostly about -30% to -49%; further: on the % scale 0 is the no-effect control and ±100 the full control effect
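THP-1 cells pretreated 1 hr with compounds (up to 57.5 uM final), then stimulated with LPS (250 ng/mL final) plus ATP (1.25 mM final); secreted IL-1B measured by AlphaLISA after 16 hr, decreased signal indicating inhibition.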
* = called active by the depositor; ? = inconclusive; / = not tested or not shown; & = joins results of further samples; [ ] = another dose, or the depositor's remark. Unless noted, the call rests on the fitted dose curve; in most records, active means well fitted curve in the direction sought with a large enough effect; inconclusive means small, poorly fitted or top-dose-only effect, or another doubt; inactive means no such curve, though single readings can be large; an effect the other way counts as inactive or inconclusive. Not a hit list (roughly 12% active in at least one column).

mol	DRD3 antagonist	D3 ag	GLP1R ag	KB-3-1 cytotox	HT1080 IDH1KD tx	HT1080-NT tox	SW480 rerep	KB-V1 cytotox	IL1B secr inh
Cc1nn(Cc2ccc(Br)cc2)c(C)c1NC(=O)c1nn(C)cc1Cl	-16	-4	1%	-9%	-3%	-1%	1%	?	-18
O=C(O)c1ccccc1Nc1ccnc(Cl)n1	-11	1	0%	?	-4%	-3%	19%	-3%	37
O=C(c1ccc(N2CCCCC2)c([N+](=O)[O-])c1)N1CCN(S(=O)(=O)c2ccccc2)CC1	-6	-2	10%	0%	-5%	2%	-108%[inhibitor]	-3%	?
CCOC(=O)N1N=C(C)CC1(O)c1ccccc1 (configuration not stated)	-2	1	-4%	16%	20%	21%	-7%	-11%	8
O=C(COc1ccc(S(=O)(=O)NC2CCCCC2)cc1)NCc1cccnc1	14	-2	-4%	16%	12%	2%	0%	2%	22
Cc1ccc(C)c2sc(NC(=O)c3ccc(S(=O)(=O)N4CCCC4)cc3)nc12	/	6	-11%	6%	/	/	/	8%	/
Cc1nn(-c2ccccc2)c(C)c1P(=O)(c1ccccc1)N(C)C (configuration not stated)	-20	-1	0%	-7%	?	-3%	0%	-8%	10
Cc1c(C(=O)Nc2ccc(Cl)cc2)c2ccccn2c1C(=O)c1ccc(F)cc1	1	-1	-9%	10%	15%	23%	0%	-2%	0
Cc1ccccc1CS(=O)(=O)Cc1ccc(C(=O)NCc2ccccn2)o1	-19	-5	4%	8%	0%	6%	0%	11%	6
Cc1cccc(-c2nc3ccccc3c(=O)n2NC(=O)c2ccc([N+](=O)[O-])c(C)c2)c1	-5	0	7%	2%	16%	10%	-3%	?	0
NS(=O)(=O)c1cccnc1Nc1c(Cl)cccc1Cl	-12	-3	10%	-12%	6%	10%	-1%	0%	-13
Nc1ccc(C(=O)N/N=C\C=C\c2ccc([N+](=O)[O-])cc2)cc1	40	-3	-3%	-2%	-4%	-26%	2%	5%	25
CCOc1cc([N+](=O)[O-])cc2c1C(=O)Nc1ccccc1O2	5	1	30%	-2%	-7%	-9%	13%	5%	-9
COc1ccccc1C(=O)NNC(=O)c1ccccc1Br	1	9	0%	4%	8%	2%	?	-2%	34
CC(=O)c1ccc(OCC(=O)Nc2ccc3nc(C)sc3c2)cc1	-8	0	0%	-11%	26%	15%	-6%	-18%	4
Nc1cc(Cl)ccc1CN1C(=O)c2ccccc2C1=O	9	2	22%	0%	1%	?	/	4%	16
COc1cccc(NC(=O)CCS(=O)(=O)c2ccc3c(c2)oc(=O)n3C)c1	1	5&5	2%	-6%&27%	-2%	1%	8%	-16%&19%	1
O=C1COc2ccc(C(=O)CCl)cc2N1	-15	-1	3%	?	-9%	-21%	21µM*	-25%	-90*
Cc1ccccc1NC(=O)C(C)OC(=O)CNS(=O)(=O)c1ccc(C#N)cc1 (configuration not stated)	20	5	-8%	14%	8%	5%	-7%	?	8
CC(=O)NC1C(Oc2ccccc2C)OC(CO)C(O)C1O (configuration not stated)	1	1	2%	7%	25%	21%	-2%	18%	-2
Cc1ccc(OCC(=O)Nc2ccc(NC(=O)c3ccccc3)cc2)cc1C	0	2	7%	0%	15%	18%	-13%	-10%	-13
CN(C(=O)CSc1nc2ccccc2c(=O)n1C)C1CCS(=O)(=O)C1 (configuration not stated)	19	9	14%	7%	6%	-2%	-7%	11%	38
COc1cc(-c2nc(CN(C)C(C)c3ccncn3)c(C)o2)ccc1F (configuration not stated)	5	-13	11%	-7%	8%	0%	-7%	-24%	0
Cc1ccc(S(=O)(=O)Nc2cc(C)cn(Cc3ccccc3)c2=O)cc1	3	3	4%	?	-12%	-19%	?	?	9
Cc1c(C(=O)Nc2ccc(C(=O)O)cc2)cnn1C	0	-7	-12%	6%	12%	13%	-5%	1%	10
Cc1ccc2oc(=O)c3cc(C(=O)N4CCN(c5ccccc5)CC4)sc3c2c1	/	-1	0%	0%	/	/	/	0%	/
O=C(Nc1ccc(S(=O)(=O)NC2=NCCCCC2)cc1)c1cccc(S(=O)(=O)N2CCOCC2)c1	21	5	-11%	0%	2%	4%	3%	?	5
CCC1=C(OC(=O)N(CC)CC)N2C(=O)OC(=NCC3CC3)[C@]2(Cc2ccccc2)[C@H]2C1=CC[C@H]1C(=O)N(CC(=O)OC)C(=O)[C@H]12	-11	-9	8%	0%	1%	-1%	-3%	-14%	-10
Cc1cccc([C@@H]2[C@@H]3C(=O)N(Cc4ccccc4)C(=O)[C@@H]3[C@]3(Cc4ccccc4)C(=O)N(c4ccc(C(F)(F)F)cc4)C(=O)N23)c1	5	2	-5%	-1%	3%	3%	-4%	-8%	-1
Cc1ccc(NC2CCCN(C(=O)c3cc(C(C)C)nn3C)C2)cc1C (configuration not stated)	-1	1	8%	-2%	-8%	-6%	/	?	28
CCOc1ccc(NC(=O)CN(C)C(=O)c2c(-c3c(F)cccc3Cl)noc2C)cc1OCC	0	-3	7%	-3%	-4%	-4%	-67%[inhibitor]	-25%	-8
CC(=O)c1cnc(-c2cccc(Cl)c2)s1	1	-8	1%	-27%	4%	1%	-38%[inhibitor]	?	-24
CC(=O)C1=C(O)C(=O)N(Cc2ccccc2)C1c1ccc(N(C)C)cc1 (configuration not stated)	?	-5	-7%	-1%	?	?	-4%	-16%	-13
O=[N+]([O-])/C=C/c1ccc2c(ccn2Cc2ccccc2)c1	-54*	2	-1%	0%	16µM*	?	?	-15%	-91*
O=[N+]([O-])c1ccc(/C=N/NS(=O)(=O)c2ccc(Cl)cc2)o1	-16	-5	-6%	6%	-1%	-1%	?	?	-3
COc1ccc(CC(=O)Nc2ccccc2C(=O)NCCc2ccccc2)cc1	12	6	22%	-7%	-18%	-18%	-18%	?	24
O=[N+]([O-])c1cc(S(=O)(=O)Nc2ccccc2)ccc1N1CCN(c2ccc(O)cc2)CC1	0	-5	-3%	-2%	-5%	4%	11%	-4%	-4
CC(C)c1ccccc1OCC(=O)NN1C(=O)c2ccccc2C1=O	14	4	-3%	3%	27%	14%	-1%	30%	14
CCCc1cc(NCCCN2CCOCC2)n2c(nc3ccccc32)c1C#N	26	-14	-9%	-13%	6%	5%	2%[9.22 µM]	-16%	?
CC(=O)Nc1ccc(NC(=O)C(Cc2ccccc2)NC(=O)C2CCC(C)CC2)cc1 (configuration not stated)	4	4	-7%	5%	10%	-1%	2%	-27%	-2
COCCn1cc(C(=O)c2cc(Br)ccc2O)cc(C#N)c1=O	-4	0	1%	?	-9%	-2%	-9%	?	8
O=C(c1cnccn1)N1CCc2ccccc2C1	1	3	1%	4%	15%	2%	-2%	0%	11
N=c1c(C(=O)NCCN2CCOCC2)cc2c(=O)n3ccccc3nc2n1CCCN1CCOCC1	6	10	0%	5%	9%	7%	0.65µM*	0%	-12
Cc1cccc(CNS(=O)(=O)c2ccc(-c3cnc(C4CC4)o3)cc2)c1	10	-19&-10	9%	-4%&-1%	?	?	?	-18%&-3%	0
O=C(C1CCN(C2CC(=O)N(c3cccc(Cl)c3)C2=O)CC1)N1CCCCCC1 (configuration not stated)	4	1	4%	7%	0%	5%	-6%	0%	23
COc1ccc(N(C(=O)c2cc3ccccc3oc2=O)C2C=CS(=O)(=O)C2)cc1 (configuration not stated)	-5	-2	1%	-9%	-4%	1%	0%	-16%	?
O=C(NCc1ccc(Cl)cc1)C1CCN(C(=O)c2ccco2)CC1	0	-4	9%	-1%	5%	7%	-41%[inhibitor]	?	5
CNc1oc(-c2ccccc2F)nc1S(=O)(=O)c1ccc(C)cc1	-3	-4	4%	10%	2%	-1%	-1%	?	-7
CC(=O)c1ccc(OCc2nnn(CC(=O)NS(=O)(=O)c3ccc(C)cc3)c2-c2ccccc2)cc1	44	3	11%	0%	22%	?	/	6%	22
Cc1ccccc1C(=O)O/N=C(\N)c1ccncc1	10	1	5%	-1%	-1%	-7%	-4%	-9%	9
Cc1cc(N2CCN(c3ccccn3)CC2)n2c(nc3ccccc32)c1C#N	2	1	25%	7%	0%	-7%	2%	-10%	13
CCOC(=O)c1cc(=O)n(-c2ccc(Cl)cc2C)[nH]1	-9	6	-2%	2%	-3%	-5%	-2%	-1%	12
CN(C)S(=O)(=O)c1cccc(NC(=O)c2cc([N+](=O)[O-])ccc2N2CCCCC2)c1	-9	5	13%	1%	?	?	-6%	9%	?
COC(=O)C[C@H]1C[C@@H]2c3cc(NC(=O)NC4CCCC4)ccc3O[C@@H]2[C@@H](CO)O1	-20	-1	8%	2%	2%	-2%	/	-4%	-22
CC1CCN(C(=O)c2ccc(S(=O)(=O)Cc3cccc(F)c3)c([N+](=O)[O-])c2)CC1	21	-1	-22%	5%	-8%	-11%	?	?	-86*
O=C(Nc1cccc(/C=C/c2ccccn2)c1)c1ccc(-n2cncn2)c([N+](=O)[O-])c1	60	12	-25%	?	-26%	-14%	2%	?	-76*
CCCC(=O)Nc1ccccc1-c1nnc(SCC)[nH]c1=O	-6	0	-1%	18%	1%	8%	-9%	?	-9

Compound profiles, from the list above.
Cc1cccc(CNS(=O)(=O)c2ccc(-c3cnc(C4CC4)o3)cc2)c1 in the list: DRD3 antagonist = 10; D3 ag = -19&-10; GLP1R ag = 9%; KB-3-1 cytotox = -4%&-1%; HT1080 IDH1KD tx = ?; HT1080-NT tox = ?; SW480 rerep = ?; KB-V1 cytotox = -18%&-3%; IL1B secr inh = 0
O=C(Nc1cccc(/C=C/c2ccccn2)c1)c1ccc(-n2cncn2)c([N+](=O)[O-])c1 in the list: DRD3 antagonist = 60; D3 ag = 12; GLP1R ag = -25%; KB-3-1 cytotox = ?; HT1080 IDH1KD tx = -26%; HT1080-NT tox = -14%; SW480 rerep = 2%; KB-V1 cytotox = ?; IL1B secr inh = -76*
